M. tuberculosis HTS: M. tuberculosis growth inhibition, HTS (AID 449762) | M. tuberculosis H37Rv growth inhibition, 7H9 media; higher % means a stronger effect | inhibition, % at 25 µM; hits with a dose series show IC50 in µM | hit rate 0.59% among 330,000; in the data active = a potency from the dose series; inconclusive = inhibition above about 70% without an active follow-up result;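 note: bacterial growth assessed after seven days of incubation; strong numbers were not always called active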
tuberculosis growth: growth inhibition of non-replicating M. tuberculosis (AID 488890); Mycobacterium tuberculosis non-replicating, growth inhibition; higher % means a stronger effect; inhibition, % at 25 µM, or IC50 in µM where a hit was titrated; hit rate 0.39% among 320,000; in the data active = a potency from the dose series; inconclusive = inhibition mostly from about 82% at the one dose, without a potency; inactive = the rest, 99 in 100 with inhibition below about 76%;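 note: plate controls were DMSO cells for no effect and high antibiotic wells for full effect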
Salmonella PhoP GFP: PhoP regulon inhibitors, Salmonella typhi PhoP promoter GFP reporter, confirmatory (AID 1850); Salmonella Typhi PhoP-promoter GFP reporter, fluorescence, 4 h; higher % means a stronger effect; inhibition, % at 50 µM, or IC50 in µM where a hit was titrated; hit rate 0.33% among 310,000; in the data active = a potency from the dose series; inconclusive = inhibition mostly from about 25% at the one dose, without a potency; inactive = the rest, 99 in 100 with inhibition below about 19%;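 note: 0% = induced wells with vehicle and 100% = uninduced wells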
VEEV TC-83 Vero: inhibitors of VEEV TC-83 cytopathic effect, confirmation, Vero cells (AID 588727). Vero cells, VEEV TC-83 cytopathic effect inhibition; higher % means a stronger effect. inhibition, % at 20 µM, or IC50 in µM where a hit was titrated. hit rate 0.13% among 350,000; in the data active = a potency from the dose series; inconclusive = inhibition mostly from about 14% at the one dose, without a potency; inactive = the rest, 99 in 100 with inhibition below about 12%; note: strong numbers were not always called active
influenza NS1A: H1N1 influenza NS1A inhibitors, functional cell based assay (AID 504329) | NS1A functional cell-based assay, percent inhibition; higher % means a stronger effect | inhibition, % at 12.5 µM, or IC50 in µM where a hit was titrated | hit rate 0.3% among 340,000; in the data active = a potency from the dose series; inconclusive = inhibition above about 27% without an active follow-up result; note: strong numbers were not always called active
VEEV TC-83 Vero 10K pilot screen: recorded beside VEEV TC-83 Vero, whose call it bears; inhibition, %; measured here: 10K pilot screen inhibition
Starred values were filed as active, the others as inactive; i = inactive; ? = inconclusive; / = not tested or not shown. An unsorted share of the library; about 1.5% have a hit in one of these screens.

SMILES | M. tuberculosis HTS | tuberculosis growth | Salmonella PhoP GFP | VEEV TC-83 Vero | influenza NS1A | others
COc1ccc(-c2cc(C(=O)N/N=C/c3ccc(OC)c(COCC(F)(F)C(F)F)c3)c3ccccc3n2)c(OC)c1 | 2.0% | -1.3% | -5.9% | 1.6% | 5.5% | VEEV TC-83 Vero 10K pilot screen=4.9
CCCCN(C(=O)CC1CCCC1)c1c(N)n(CCCC)c(=O)[nH]c1=O | -14.4% | 13.6% | / | 0.3% | -6.1%
Cc1ccc(C)c(OC(=O)c2cncc(Br)c2)c1 | 1.8% | ? | -10.7% | 0.6% | 11.1%
CC1Cc2ccccc2N1S(=O)(=O)c1cccs1 (centres undefined) | -2.8% | 21.0% | -3.2% | 0.0% | 0.6%
Cc1ccc(S(N)(=O)=O)cc1NC(=O)C1CC2CCC1C2 (centres undefined) | -5.2% | -7.6% | -5.7% | 0.2% | -3.0%
CCOC(=O)C(C)On1c(-c2cccc(Cl)c2)nc2ccc([N+](=O)[O-])cc21 (centres undefined) | 7.2% | 73.1% | -1.3% | 13.4% | -9.9%
O=C(Nc1ccccc1)n1cc(-c2ccccn2)c(N2CCOCC2)n1 | 2.6% | 9.6% | -4.5% | i | 1.4% | VEEV TC-83 Vero 10K pilot screen=1.4
CC(C)NC(=O)C1CCN(C2CCN(C(=O)/C=C/c3cccs3)CC2)CC1 | -8.1% | 4.9% | 13.5% | 0.3% | -2.1%
Cc1nc2sc3c(c2c(=O)[nH]1)CCCC3 | -0.2% | -3.0% | 2.5% | 0.1% | -4.5%
CC(C)c1ccc(S(=O)(=O)N2CCN(CC(=O)Nc3ccc4c(c3)OCO4)CC2)cc1 | 11.2% | 40.0% | 1.5% | 5.6% | -3.4%
COCc1cc(C)nc(SCC(=O)Nc2cccc(C)c2C)c1C#N | 3.7% | 0.8% | -4.4% | i | -9.1%
COc1ccc(CN2CCN(c3cccc(C)c3C)CC2)cc1OC | -5.5% | 11.2% | 4.4% | i | -2.3%
C=CCn1c(CSc2nc3ccccc3s2)nnc1SCC(=O)NCc1cccnc1 | -7.7% | 5.8% | -5.7% | 2.3% | 0.5%
COc1ccc(C(CC(=O)O)c2ccc3c(c2)OCO3)cc1 (centres undefined) | 3.0% | -5.0% | 0.5% | 0.5% | -7.1%
CCOC(=O)c1c(/N=C/C2C(=O)CC(C)(C)CC2=O)sc(C)c1C | 2.3% | -9.9% | -3.1% | i | -4.8%

7 compounds picked at random from the list so far:
SMILES | M. tuberculosis HTS | tuberculosis growth | Salmonella PhoP GFP | VEEV TC-83 Vero | influenza NS1A | others
CCCCN(C(=O)CC1CCCC1)c1c(N)n(CCCC)c(=O)[nH]c1=O | -14.4% | 13.6% | / | 0.3% | -6.1%
COCc1cc(C)nc(SCC(=O)Nc2cccc(C)c2C)c1C#N | 3.7% | 0.8% | -4.4% | i | -9.1%
Cc1ccc(C)c(OC(=O)c2cncc(Br)c2)c1 | 1.8% | ? | -10.7% | 0.6% | 11.1%
COc1ccc(CN2CCN(c3cccc(C)c3C)CC2)cc1OC | -5.5% | 11.2% | 4.4% | i | -2.3%
CC1Cc2ccccc2N1S(=O)(=O)c1cccs1 (centres undefined) | -2.8% | 21.0% | -3.2% | 0.0% | 0.6%
CCOC(=O)C(C)On1c(-c2cccc(Cl)c2)nc2ccc([N+](=O)[O-])cc21 (centres undefined) | 7.2% | 73.1% | -1.3% | 13.4% | -9.9%
CC(C)c1ccc(S(=O)(=O)N2CCN(CC(=O)Nc3ccc4c(c3)OCO4)CC2)cc1 | 11.2% | 40.0% | 1.5% | 5.6% | -3.4%

(more compounds)
SMILES | M. tuberculosis HTS | tuberculosis growth | Salmonella PhoP GFP | VEEV TC-83 Vero | influenza NS1A | others
CCN(C(=O)COC(=O)c1ncc(Cl)c(Cl)c1Cl)c1c(N)n(Cc2ccccc2)c(=O)[nH]c1=O | / | / | / | 2.0% | 1.8%
O=[N+]([O-])c1cc(Cc2ccccc2)cc(C=Nc2ccc(N3CCOCC3)cc2)c1O | 6.7% | ? | 10.1% | 1.6% | -0.9%
Cn1cnnc1SCc1ccc(-c2ccc(Br)cc2)o1 | 85.1µM* | 73.4% | 6.9% | 3.2% | 7.8% | VEEV TC-83 Vero 10K pilot screen=0.3
Cc1ccc2c(c1)-n1c(nc3cc(Cl)ccc3c1=O)C(Cc1ccccc1)NC2=O (centres undefined) | -0.3% | 29.6% | / | / | /
CCc1c(C)c(C#N)c2nc3ccccc3n2c1NCCOC | 11.7% | -19.8% | -15.1% | 0.4% | -16.4%
O=C(CCCCCN1C(=O)[C@@H]2Cc3ccccc3CN2C1=O)Nc1ccccc1Cl | -1.3% | 17.2% | -7.6% | 2.6% | -8.3%
COc1cc(SC)ccc1C(=O)NCC1CCCO1 (centres undefined) | -2.1% | -3.7% | 3.5% | 0.2% | 1.9%
CCC(=NCC1CCCO1)c1c(O)n(-c2ccc(OC)cc2)c(=O)[nH]c1=O (centres undefined) | 7.6% | -8.0% | 3.3% | 1.4% | -16.2%
CC(=NCc1ccc(F)cc1)c1c(O)n(C)c(=O)n(C)c1=O | -15.4% | -2.5% | 10.7% | i | -6.5%
Cc1ccc(N=Cc2c(O)[nH]c3ccccc23)c([N+](=O)[O-])c1 | 2.8% | -8.8% | 3.2% | 0.4% | -1.6%
O=C(/C=C/Nc1ccc(Br)cc1F)c1ccco1 | 5.0% | 17.4% | -2.0% | i | -8.1%
COc1ccc(C2CC(c3ccc4ccccc4c3)=NN2C(=O)COC(=O)C2CCC(=O)N2)cc1 (centres undefined) | -0.7% | -9.3% | -0.6% | i | 5.2%
CC1CC1C(=O)OCC(=O)NC(=O)c1ccccc1 (centres undefined) | -7.4% | -7.3% | 6.2% | 0.9% | -8.3%
CCOC(=O)CNC(=O)C(Cc1ccccc1)NS(=O)(=O)c1cccs1 (centres undefined) | -3.0% | 15.7% | -5.8% | 1.6% | -3.7%
Clc1ccc(Sc2ccc(/C=N/n3cnnc3)o2)cc1 | 63.1% | 0.8% | 3.4% | 0.2% | -2.1%
O=C(Cc1ccc(NC(=O)C2CCCN(C(=O)C3CCC3)C2)cc1)Nc1ccc(C(=O)N2CCOCC2)cc1 (centres undefined) | / | / | / | i | 5.6%
COc1ccc(N(C(=O)CNS(=O)(=O)c2ccccc2)C(C(=O)NCc2ccco2)C(C)C)cc1 (centres undefined) | -4.1% | 3.4% | 2.5% | 4.6% | 3.3%
Cc1cc(C)nc(N2C(=O)CC(C(C)c3ccccc3)C2=O)n1 (centres undefined) | 0.4% | 0.6% | 4.2% | 0.5% | -3.3%
CN1C[C@@H]2C(c3ccccc3)C3(c4cccnc4)CC2(C3)[C@H]1c1ccccc1 (some centres undefined) | -4.0% | 24.1% | 7.8% | 0.1% | 1.5% | VEEV TC-83 Vero 10K pilot screen=0.0
CCCc1nnc(NC(=S)Nc2ccccc2)s1 | ? | ? | -1.8% | 10.6% | 0.0%
CN(C)c1ccc(NC(=O)CN2CCC(O)(c3ccccc3)CC2)cc1 | 11.5% | -3.2% | -2.7% | i | 5.8%
O=C(CN1CCN(C(=O)c2ccco2)CC1)Nc1cc(Cl)ccc1Cl | 4.8% | 28.1% | -12.0% | 7.1% | 3.6%
Cc1cccnc1NC(=O)CCNC(=O)c1ccc(Br)cc1 | -6.0% | -9.0% | -4.5% | 2.2% | 2.7%
CN(C)CCCNC(=O)C[C@H]1C[C@H](C(=O)N2CCOCC2)[C@@]2(C)c3[nH]c4cc(-c5ccco5)ccc4c3CCN2C1=O | / | / | / | i | -5.8%

High-throughput results from PubChem.
